S aureus QS inh: blocks AIP-induced quorum sensing reporter in S. aureus; 24,000 compounds, 0.3% hits; S. aureus RN6390 RNAIII-GFP reporter, flow cytometry 3 h; AID 527; inhibition, % at 2 µM;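 active = share of bacteria positive for the green fluorescent reporter and its mean brightness both inhibited by 50% or more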;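 also: 0% = AIP-stimulated control and 100% = unstimulated bacteria without AIP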
S aureus QS inh GFP MFI %: also measured in S aureus QS inh; calls as there; inhibition, %; measured here: inhibition of GFP MFI
* = called active by the depositor. An excerpt. The share of hits here may be higher or lower than overall.

SMILES	S aureus QS inh	S aureus QS inh GFP MFI %
CC1C=CCC2C(=O)N(c3cccc(C(=O)N4CCCCCC4)c3)C(=O)C12 (stereo unspecified)	-6	-21
CC(C)c1cc(C(=O)N2CCN(C(c3ccccc3)c3ccccc3)CC2)no1	18	46
Cc1csc(NC(=O)CCNS(=O)(=O)c2ccc3c(c2)c(=O)n(C)c(=O)n3C)n1	-2	-3
O=C(O)CSCNC(=O)CC12CC3CC(CC(C3)C1)C2	1	2
CCOC(=O)N1CCC(NC(=O)c2cc(C(=O)NCc3cccc(Cl)c3)ccc2CO)CC1	8	32
O=C(CCS(=O)(=O)c1cccs1)N1CCN(c2ccc(F)cc2)CC1	0	8
CNC(=O)CC(C(=O)O)c1ccc(OCC(C)C)cc1 (stereo unspecified)	0	8
O=C1c2oc3ccccc3c(=O)c2C(c2cccnc2)N1Cc1ccco1 (stereo unspecified)	11	10
COc1ccc(C)cc1NC(=O)CN1CCN(c2ccccc2F)CC1	13	45
Cn1c(=O)[nH]c(=O)c2c1nc(Br)n2Cc1ccccc1F	-1	-13
COc1ccc(CNn2c(C)nc3ccccc3c2=O)cc1	3	5
CCCCNC(=O)c1c(O)c2cccc3c2n(c1=O)CCC3	-9	-24

Sorted by the number under S aureus QS inh (ascending): 3 from the list above.
SMILES	S aureus QS inh	S aureus QS inh GFP MFI %
CCCCNC(=O)c1c(O)c2cccc3c2n(c1=O)CCC3	-9	-24
O=C(CCS(=O)(=O)c1cccs1)N1CCN(c2ccc(F)cc2)CC1	0	8
CC(C)c1cc(C(=O)N2CCN(C(c3ccccc3)c3ccccc3)CC2)no1	18	46

Continued.
SMILES	S aureus QS inh	S aureus QS inh GFP MFI %
CCOc1cc2[nH]c(=O)n(CCCCC(=O)NC3CCCCCC3)c(=O)c2cc1OCC	1	2
Cc1c(C(=O)NCc2ccc3c(c2)OCO3)oc2ccc(S(=O)(=O)N3CCC(C)CC3)cc12	0	-2
CCOc1ccc(OCc2cccc(C(=O)N3CCCC3)c2)cc1	0	10
O=C(NCc1ccco1)C1CCN(S(=O)(=O)N2CCOCC2)CC1	0	4
Cn1c(C(=O)N2CCC(C(N)=O)CC2)cc2c(=O)n(C)c3ccccc3c21	-3	-5
CCN(CC)S(=O)(=O)c1ccc2oc(C(=O)NCc3ccc(F)cc3)c(C)c2c1	4	26
O=C(NCCC1=CCCCC1)c1ccc2c(=O)n3c(nc2c1)CCCCC3	-1	1
CCOc1ccccc1NC(=O)Cn1nnc(C(=O)Nc2ccc(C)cc2)c1N	0	-2
CCOC(=O)C1CCCN(c2c(N3CCc4ccccc4C3)c(=O)c2=O)C1 (stereo unspecified)	-3	-21
CNC(=O)c1ccc2nc(NC(C)=O)sc2c1	0	-3
O=C(O)CCC(=O)Nc1ccc(N2CCOCC2)cc1	0	-3
CCCCN(CCCC)CCCNC(=O)CC1Oc2ccc(C)cc2NC1=O (stereo unspecified)	5	8
COc1ccc(-c2noc(-c3cccc(OC)c3OC)n2)cc1OC	0	14
Cc1ccc(NC(=O)Nc2cccs2)cc1	3	11
CC(C)(C)n1ncc2c(=O)n(CC(=O)Nc3ccc(Cl)cc3)cnc21	0	-36
Cc1cc(C(F)(F)F)nc(NCc2cccnc2)n1	0	-10
COCCn1c(C)cc(C(=O)COC(=O)c2n[nH]c3ccccc23)c1C	2	15
COc1ccc(CC(=O)Nc2c3c(nn2-c2cccc(Cl)c2)CS(=O)C3)cc1 (stereo unspecified)	0	2
Cc1csc(NC(=O)CSc2nnc(Cn3c(=O)sc4ccccc43)n2-c2ccccc2)n1	-2	-3
CCOC(=O)c1sc2ncn(/N=C/N(C)C)c(=O)c2c1C	0	34
O=C(c1ccc2c(c1)OCO2)N1CCN=C1SCc1cccnc1	-14	-23
O=S(=O)(Nc1ncccn1)c1ccc(Nc2ncnc3ccccc23)cc1	-2	-1
Cc1ccc(N2C(=O)Nc3ccc(Br)cc3C2(O)C(=O)NCCCN(C)C)cc1C (stereo unspecified)	-3	-8
Cc1c(Cl)cccc1N1C(=O)c2ccccc2C1=O	-3	-5

One compound at a time (already shown). Order of values: S aureus QS inh | S aureus QS inh GFP MFI %
Shown for `O=S(=O)(Nc1ncccn1)c1ccc(Nc2ncnc3ccccc23)cc1` = -2 | -1
Shown for `Cc1csc(NC(=O)CSc2nnc(Cn3c(=O)sc4ccccc43)n2-c2ccccc2)n1` = -2 | -3
Shown for `Cc1cc(C(F)(F)F)nc(NCc2cccnc2)n1` = 0 | -10

Continued.
SMILES	S aureus QS inh	S aureus QS inh GFP MFI %
O=C(NC1CCCCCCC1)C1CCN(S(=O)(=O)N2CCCC2)CC1	-5	-4
Nc1nonc1-c1noc(CCCOc2ccc(Cl)cc2Cl)n1	0	-22
CCc1c(C(=O)c2ccc(Cl)cc2)oc2c(C)c3oc(=O)cc(C)c3cc12	-1	1
COc1ccccc1N1CCN(C(CNS(=O)(=O)c2cc(F)ccc2F)c2cccnc2)CC1 (stereo unspecified)	-4	-8
O=C(Cn1nc(-c2ccc3c(c2)OCCO3)ccc1=O)Nc1ccc(N2CCOCC2)cc1	0	-31
Cc1ccccc1-n1c(=O)cc(N2CCC3(CC2)OCCO3)[nH]c1=O	5	9
COc1cccc2cc(C(=O)Nc3cccnc3N3CCOCC3)c(=O)oc12	0	-12
O=C(O)C1CC(=O)N(C2CCCCCC2)C1 (stereo unspecified)	-3	-9
Cn1c(CNC(=O)C(C)(C)C)nc2ccccc21	-2	8
CCOc1cc(C#N)c(NC(=O)CSc2nnnn2-c2ccc(OC)cc2)cc1OCC	0	9
COc1ccc(N(CC(=O)N2CCCC(C)C2)S(=O)(=O)c2c(C)nn(C)c2C)cc1 (stereo unspecified)	-5	-16
CCCCCC(=O)N(CN1C(=O)CCC1=O)c1ccccc1	-4	-1

Grouped by structure, the entries above with bromine.
SMILES	S aureus QS inh	S aureus QS inh GFP MFI %
Cn1c(=O)[nH]c(=O)c2c1nc(Br)n2Cc1ccccc1F	-1	-13
Cc1ccc(N2C(=O)Nc3ccc(Br)cc3C2(O)C(=O)NCCCN(C)C)cc1C (stereo unspecified)	-3	-8

Part of the list above in a different format:
Each structure is followed by: S aureus QS inh, S aureus QS inh GFP MFI %
- O=C(Cn1nc(-c2ccc3c(c2)OCCO3)ccc1=O)Nc1ccc(N2CCOCC2)cc1
 : 0, -31
- Cc1ccccc1-n1c(=O)cc(N2CCC3(CC2)OCCO3)[nH]c1=O
 : 5, 9
- COc1cccc2cc(C(=O)Nc3cccnc3N3CCOCC3)c(=O)oc12
 : 0, -12
- O=C(O)C1CC(=O)N(C2CCCCCC2)C1 (stereo unspecified)
 : -3, -9
- Cn1c(CNC(=O)C(C)(C)C)nc2ccccc21
 : -2, 8

Additional records follow.
SMILES	S aureus QS inh	S aureus QS inh GFP MFI %
CCOC(=O)CSc1nc2c(sc3ccccc32)c(=O)n1CCCN1CCOCC1	14	39
O=C(O)c1c[nH]ccc1=O	-2	-9
Cc1cccc(OCC(=O)N2CCC(c3ccccc3)C2)c1 (stereo unspecified)	0	0
CC(=O)NCCn1c(SCC(=O)NCC2CCCO2)nc2ccccc2c1=O (stereo unspecified)	-4	-8
CCOC(=O)c1cc2c(=O)n3cccc(C)c3nc2n(CCc2ccccc2)c1=N	-1	0
COCCCNC(=O)CSc1nc2ccc(N3CCOCC3)cc2c(=O)n1CCc1ccccc1	10	33
CC(=O)NC(Cc1ccccc1)C(=O)NC1CCN(C(=O)c2cnccn2)CC1 (stereo unspecified)	1	-7
C=CCn1c(SCC(=O)Nc2nnc(CC)s2)nnc1-c1ccco1	-1	-8
O=C(NCC1CCCO1)c1ccc(CS(=O)(=O)Cc2ccc(F)cc2)o1 (stereo unspecified)	-2	1
Cn1c(-c2ccc(F)cc2)cnc1SCC(=O)Nc1ccccc1N1CCOCC1	-6	-6
Clc1ccc(OCc2nc(-c3ccccn3)no2)c(Br)c1	17	28
Cc1nc(C)c(C(=O)Nc2cccc(C)c2C)o1	0	-4
CCC(=O)N1CCc2cc(S(=O)(=O)CCC(=O)Nc3c(C)n(C)n(-c4ccccc4)c3=O)ccc21	-1	6
COc1ccc(C2C(C(=O)N3CCCC3)c3cc(OC)c(OC)cc3C(=O)N2C)cc1OC (stereo unspecified)	2	17
COc1ccc(C2C3=C(CCCC3=O)Nc3nc(C(F)(F)F)nn32)cc1OC (stereo unspecified)	-9	-23
O=C(NC1CCCC1)c1cc(-c2cccs2)on1	0	0
Cn1c(=O)cc(OCCCC(=O)N2CCN(c3ccccn3)CC2)c2ccccc21	1	-4
CCN1CCCC1CNC(=O)c1cn(CC)c2ccc(S(=O)(=O)N3CCCCCC3)cc2c1=O (stereo unspecified)	13	46
Cc1cc(C(=O)Nc2ccccc2C#N)n(-c2ccccc2)n1	2	7
NS(=O)(=O)c1cc2c(cc1Cl)NC(C(Cl)Cl)NS2(=O)=O (stereo unspecified)	0	3
Cc1ccc(-n2nc3cc(Cl)c(NC(=O)c4ccco4)cc3n2)cc1	-1	-11
CCOc1ccc(OCc2cccc(C(=O)O)c2)cc1	2	36
COC(=O)C1=C(C)Nc2ncnn2C1c1ccc(OC(=O)c2ccccc2)cc1 (stereo unspecified)	-11	-19
Cc1nc2ncnn2c(C)c1CCC(=O)N1CCOCC1	-4	-32
O=C1CN(S(=O)(=O)c2ccc(F)cc2)CC(=O)N1CCc1ccccc1	-9	-35
COc1ccc(C(=O)Nc2nncs2)c(OC)c1	-2	-18
C=CCOc1ccc(/C=N/n2cncn2)cc1OC	0	-15
O=C(c1ccc2ccccc2n1)N1CCN(c2ccccc2)CC1	-1	-2
O=C1CCCC2=C1C(c1ccc(Br)cc1)c1c([nH]c(=S)[nH]c1=O)N2 (stereo unspecified)	1	3
COCCNC(=O)C(c1ccc(C)o1)N(C(=O)c1snc(C(N)=O)c1N)c1ccc(C)cc1 (stereo unspecified)	0	8
CSCCC(NC(=O)c1occc1C)C(=O)O (stereo unspecified)	0	-1
COc1ccc2ccccc2c1CN1CCN(C)CC1	3	14
Cc1cc(NCCCn2ccnc2)n2c(nc3ccccc32)c1C#N	3	14
COc1ccc(N2C(=O)C3CCCN3C2c2ccccc2OC)cc1 (stereo unspecified)	-1	0
CC(=O)NC1(c2nnnn2CCOC(=O)Nc2ccc(Cl)cc2)CCCCC1	-1	-34
COc1cccc(C2C3=C(N=C4SCC(=O)N42)c2ccccc2CC3)c1OC (stereo unspecified)	0	5
CC(C)CNC(=O)C1C2C=CC(C2)C1C(=O)O (stereo unspecified)	0	-2
COc1ccccc1-c1cc(C(=O)Nc2cccnc2)no1	-6	-36
COC(=O)CCCCC(=O)C1C(=O)CC(C)(C)C(C(=O)OC)C1=O (stereo unspecified)	0	1
O=C(NCC1COc2ccccc2O1)c1c[nH]c2ccc(S(=O)(=O)N3CCOCC3)cc2c1=O (stereo unspecified)	3	9
O=C(CCN1CCN(c2ccccc2F)CC1)Nc1ccccc1F	-7	-16
COCCOC(=O)/C=C1/NC(=O)CS1	0	5
O=C(O)c1ccc(-n2nnnc2Oc2ccccc2C(=O)N2CCOCC2)cc1	-2	-5
COc1ccc(-c2cc3nc(C)cc(C)n3n2)c(OC)c1	-2	-3
COc1ccc(-c2cc3nc(C4CCN(C(=O)OC(C)(C)C)CC4)c(C(=O)O)cn3n2)cc1	1	5
O=C(Cn1c(=O)oc2ccccc21)N1CCN(c2ccc(N3CCOCC3)nn2)CC1	-4	-16
CC1(C(=O)NC2CCCC2)CCC(=O)N1Cc1ccc2c(c1)OCO2 (stereo unspecified)	3	5
COc1ccc(NC(=O)Cn2nnc(C(=O)NCc3ccccc3OC)c2N)cc1Cl	-1	4
Cc1ccc2nc(SCC(=O)NCc3ccco3)c(C#N)cc2c1	-10	-48
CCNc1ccc2c(Cl)cc(=O)oc2c1	0	-8
CCc1cc2c(NCCC(=O)O)ncnc2s1	-2	-14
CCCNC(=O)c1cc(S(=O)(=O)N2CCc3ccccc32)ccc1F	-1	-1
CCOc1ccc(N(CC(=O)Nc2ccc3c(c2)OCCO3)S(=O)(=O)c2c(C)noc2C)cc1	6	17
